TDP1 cell CPT: qHTS for Inhibitors of human tyrosyl-DNA phosphodiesterase 1 (TDP1): qHTS in cells in presence of CPT. chicken DT40 Tdp1-/-;hTDP1 cells + 20 nM CPT, ATP luminescence, 48 h. Potency, µM (series often up to 46.2 µM), for the others: top-dose activity change, negative = growth inhibition, hits mostly inhibitors. hit rate 12% among 420,000; also: nearly all actives have a fitted effect of over 55% in size
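Chicken DT40 Tdp1-/- cells stably complemented with human TDP1 were seeded at 400 cells/well in medium containing 20 nM camptothecin, exposed to pin-transferred compounds, and grown at 37 °C for at least 48 hr. Viability was read as ATP luminescence.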
KAT2A inh: qHTS Assay for Inhibitors of GCN5L2; Histone acetyltransferase KAT2A (Homo sapiens), Q92830; GCN5L2 HAT assay, ThioGlo1 CoA-SH fluorescence; Potency, µM (doses to about 58.9 µM), without a hit: top-dose activity change, negative = inhibition, usual class: inhibitors; hit rate 0.21% among 390,000; AID 504327, 2011
Target sequence (Q92830 whole entry, looked up): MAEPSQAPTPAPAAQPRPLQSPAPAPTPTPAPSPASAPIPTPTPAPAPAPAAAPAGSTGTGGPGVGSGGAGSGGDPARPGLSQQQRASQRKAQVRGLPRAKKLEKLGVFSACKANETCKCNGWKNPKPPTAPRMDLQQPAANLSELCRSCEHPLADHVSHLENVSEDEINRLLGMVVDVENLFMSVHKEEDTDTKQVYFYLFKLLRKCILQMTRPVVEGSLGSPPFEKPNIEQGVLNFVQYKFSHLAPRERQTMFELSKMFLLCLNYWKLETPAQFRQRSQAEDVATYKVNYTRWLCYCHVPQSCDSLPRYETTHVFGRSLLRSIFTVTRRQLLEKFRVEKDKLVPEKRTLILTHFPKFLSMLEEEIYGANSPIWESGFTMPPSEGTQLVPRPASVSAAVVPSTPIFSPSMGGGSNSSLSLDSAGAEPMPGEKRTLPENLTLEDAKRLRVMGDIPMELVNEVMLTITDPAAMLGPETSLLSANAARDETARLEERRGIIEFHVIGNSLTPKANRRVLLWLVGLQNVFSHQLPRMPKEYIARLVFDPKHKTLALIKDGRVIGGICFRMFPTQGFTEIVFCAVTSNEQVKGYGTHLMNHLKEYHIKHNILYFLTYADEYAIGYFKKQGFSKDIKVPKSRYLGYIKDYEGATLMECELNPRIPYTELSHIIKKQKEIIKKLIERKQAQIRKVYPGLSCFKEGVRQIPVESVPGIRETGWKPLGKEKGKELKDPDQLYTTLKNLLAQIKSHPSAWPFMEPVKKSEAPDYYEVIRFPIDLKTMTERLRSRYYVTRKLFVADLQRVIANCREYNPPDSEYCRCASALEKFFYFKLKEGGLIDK
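qHTS, 1536-well. 20nM enzyme, pH 7.5 HEPES/EDTA/Tween-20 buffer; 15 min compound preinc., RT. Start: 75uM H3(1-25), 70uM AcCoA, 50uM ThioGlo1. Read Ex340/Em540 at t=0 (autofluorescence flag) and t=20 min.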
FEN1 inh: qHTS Assay for the Inhibitors of Human Flap endonuclease 1 (FEN1); AID 588795, 2011; P39748; Potency, µM (titrated, usually from 114 µM), without a hit: at the highest dose activity change, negative = inhibition, actives largely listed as inhibitors; Recombinant FEN1 flap cleavage, fluorescence, 15 min; hit rate 0.35% among 390,000; also: nearly all actives have a fitted effect of over 65% in size
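Read-out was taken twice, immediately and after 15 min, following addition of 50 nM substrate to 10 nM FEN1 that had sat with test compound for 15 min at room temperature. Curves came from a four-parameter Hill model.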
Active calls of the source: *; u = inconclusive; x = no result given; [ ] = dose if it differs, or a comment. Calls follow the shape of the dose curve; as a rule, active = well fitted curve in the direction sought with a large enough effect; inconclusive = small, poorly fitted or top-dose-only effect, or another doubt; inactive = no such curve, though single readings can be large; an effect the other way counts as inactive or inconclusive. % is scaled to controls: 0 for no effect and ±100 for the full control effect; potency is read from the fitted curve at half-maximal effect.

A first look, four compounds:
cpd	SMILES	TDP1 cell CPT	KAT2A inh	FEN1 inh
1	O=C(COC(=O)c1cc(S(=O)(=O)N2CCOCC2)ccc1O)NCC1CCCO1 (stereo unspecified)	4%	3%	-9%
2	CCCOc1ccc(N2C(=O)CC(N3CCC(O)(c4cccc(C(F)(F)F)c4)CC3)C2=O)cc1 (stereo unspecified)	-24%	-1%	3%
3	O=C(CC1C[C@H](C(=O)N2CCOCC2)[C@@]2(CCC3CCCC3)c3[nH]c4ccccc4c3CCN2C1=O)NCCC1=CCCCC1 (stereo partly specified)	1%	1%	9%
4	Cc1cn(C)c(CC(=O)NCc2ccccc2)c1C(=O)O	-2%	-5%	-4%

All compounds of this part, from the first entry:
cpd	SMILES	TDP1 cell CPT	KAT2A inh	FEN1 inh
1	O=C(COC(=O)c1cc(S(=O)(=O)N2CCOCC2)ccc1O)NCC1CCCO1 (stereo unspecified)	4%	3%	-9%
2	CCCOc1ccc(N2C(=O)CC(N3CCC(O)(c4cccc(C(F)(F)F)c4)CC3)C2=O)cc1 (stereo unspecified)	-24%	-1%	3%
3	O=C(CC1C[C@H](C(=O)N2CCOCC2)[C@@]2(CCC3CCCC3)c3[nH]c4ccccc4c3CCN2C1=O)NCCC1=CCCCC1 (stereo partly specified)	1%	1%	9%
4	Cc1cn(C)c(CC(=O)NCc2ccccc2)c1C(=O)O	-2%	-5%	-4%
5	CC1(C)CC(=O)C2=C(C1)N(c1cccnc1)C(N)=C(C#N)C2c1cccs1 (stereo unspecified)	5%	-1%	7%
6	CCC(=O)c1ccc(OCC(=O)OCC(=O)NCc2cccs2)cc1	-21%	-13%	-9%
7	Cc1onc(-c2ccccc2)c1C(=O)N1CCC(CO)(Cc2ccccc2)CC1	u	-8%	43%[activator]
8	COc1ccc(C2CC(c3cccs3)=NN2C(=O)CSC2=NN3CCCC(=O)N=C3S2)cc1 (stereo unspecified)	u	0%	11%
9	O=C(COC(=O)c1ccc(Cl)c(Cl)c1)NC1CCCC1	-23%	-2%	-15%
10	COc1cccc(C(=O)N2c3ccc(C)cc3C(C)(c3ccccc3)CC2(C)C)c1 (stereo unspecified)	u	-27%	-18%
11	Cc1ccc(CNC(=O)CN(C)S(=O)(=O)c2ccc3c(c2)c(=O)n(C)c(=O)n3C)cc1	-8%	-6%	12%
12	COCCn1c(SCC(=O)N(C)c2c(N)n(Cc3ccccc3)c(=O)[nH]c2=O)nnc1-c1cccc(C)c1	10%	0%	-2%
13	CC(=O)OCC[n+]1c(C)n(-c2ccccc2)c2ccc(Cl)cc21	-18%	-19%	-5%
14	O=C(NCCc1ccncc1)Nc1ccc(Cl)c(Cl)c1	-16%	2%	0%
15	O=C(Nc1cccc(C(=O)O)c1)/C(=C\c1ccc2c(c1)OCO2)NC(=O)c1ccccc1Cl	3%	-18%	0%
16	O=C(COC(=O)c1ccc(S(=O)(=O)N2CCCCC2)cc1)NCc1ccccc1	-6%	1%	1%
17	O=C(Nc1cccc(Cl)c1)c1cc([N+](=O)[O-])ccc1N1CCN(CCO)CC1	-3%	3%	-1%
18	O=C(Nc1cc(Cl)ccn1)C1(c2ccccc2)CC1(Cl)Cl (stereo unspecified)	-21%	-15%	-21%
19	Cc1ccc(CN2C(=O)CCC2C(=O)NCCc2ccccc2)cc1 (stereo unspecified)	17%	29%	-1%
20	CSCCC1NC(=O)NC1=O (stereo unspecified)	-8%	-5%	0%
21	CC(C)CC(c1nnnn1C1CCCC1)N1CCN(c2ccccc2F)CC1 (stereo unspecified)	-112%	-1%	-11%
22	CCOc1cc(/C=N/NC(=O)c2ccc(=O)n(C)c2)ccc1O	0%	-2%	3%
23	O=c1[nH]c(CN2CCN(S(=O)(=O)c3ccc4ccccc4c3)CC2)nc2ccccc12	-11%	-1%	12%
24	COCC(=O)N1CCCC(C(=O)c2ccc(-c3ccccc3)c(F)c2)C1 (stereo unspecified)	21µM*	-1%	1%
25	COc1ccc(S(=O)(=O)N(CCCN2CCCC2=O)Cc2cc3cc(C)c(C)cc3[nH]c2=O)cc1	u	2%	0%
26	CCOC(=O)C1CCN(C(=O)c2cccc(S(=O)(=O)Nc3ccc(C)cc3C)c2)CC1	u	-8%	-1%
27	N#Cc1ccc(C(=O)Nc2ccc(S(=O)(=O)NC3=NCCCCC3)cc2)cc1	u	-3%	1%
28	CCN(CC)c1nn2c(=O)c(C(=O)NCCc3cccc(C)c3)cnc2s1	u	-19%	-2%
29	COc1cccc(CNC(=O)C2CCN(c3nnc(-n4c(C)ccc4C)s3)CC2)c1	u	-7%	15%
30	C/C(=N\Nc1ccccn1)c1ccc(OC(F)F)cc1	u	-18%	-2%
31	COc1ccc(CN(C)C(=O)c2cc(S(=O)(=O)N3CCCCCC3)ccc2OC)cc1OC	-17%	u	-4%
32	COc1ccc(NC(=O)c2ccc3c(c2)NC(=O)CS3)cc1S(=O)(=O)Nc1ccc(Br)cc1	u	-10%	12%
33	Cc1ccc(Cc2nnc3n(-c4cccc(C)c4)nc(C(=O)c4ccccc4)n3c2=O)cc1	u	0%	1%
34	CC(=O)Nc1ccc(C(=O)OCC(=O)NCc2cccs2)cc1	-2%	2%	-10%
35	O=C(COc1ccccc1)NC1CCCN(Cc2ccccc2F)C1 (stereo unspecified)	-3%	u	-19%
36	CCC1CCCCN1S(=O)(=O)c1ccc(NC(=O)c2cc(=O)c3c(C)cc(C)cc3o2)cc1 (stereo unspecified)	-27%	2%	-2%
37	NC(=O)c1c(NC(=O)Cn2nc(C(=O)O)c3ccccc3c2=O)sc2c1CCCC2	u	-3%	-24%
38	O=C(Nc1ccc2c(c1)OCO2)c1ccc(Br)o1	-27%	-3%	8%
39	O=C(Cc1ccccc1[N+](=O)[O-])NCc1ccncc1	8%	-3%	-3%
40	CCOC(=O)c1c(Nc2ccc(Cl)cc2)sc(/C=C2\C=Nc3ccccc32)c1O	u	-7%	-1%
41	CC1(C)Cc2c(C#N)c(N3CCN(C(=O)c4ccco4)CC3)nc(-c3ccco3)c2CS1	-30%	u	u
42	O=C(Nc1ccc(CN2CCCCC2)cc1)c1cc(Br)ccc1Cl	-17%	-1%	-4%
43	COC(=O)c1ccccc1NC(=O)CNc1cc(Cl)ccc1N1CCOCC1	u	-18%	-26%
44	CS(=O)(=O)N1CCC2(CC1)CN(Cc1nccs1)C2	8%	-8%	x
45	Cc1cc2c(N=O)c(NO)ccc2[nH]1	7.3µM*	-2%	-9%
46	Cc1ccc(C(=O)Oc2coc(CSc3nnc(NC(=O)C4CC4)s3)cc2=O)cc1C	7%	11%	-1%
47	COc1cccc(-c2sc3ccc(OC)cc3c2-c2ccc(OCCN3CCOCC3)cc2)c1	16µM*	-17%	3%
48	Cc1cc(C)cc(OCC(=O)OCC(=O)NC2CCCC2)c1	7%	0%	-1%
49	O=c1oc2ccc3ccccc3c2c2c1SC(C(F)(F)F)C2 (stereo unspecified)	-26%	-21%	15%
50	O=C1CCCCC1C(=O)c1ccccc1 (stereo unspecified)	10%	0%	2%
51	CCN(CC(=O)NCc1cccs1)C(=O)CCCOc1ccccc1	-25%	-3%	6%
52	CCOc1ccc(CCNC(=O)c2ccc3c(c2)c(C)c(C)n3Cc2ccccc2)cc1OCC	16µM*	-1%	-6%
53	CCN1CCN(c2ccc(S(=O)(=O)N3CCCCC3)cc2NC(=O)c2sccc2C)CC1	u	-11%	2%
54	COc1ccc(-c2cc(C(F)(F)F)n3nc(C(=O)N4CCN5CCCC5C4)cc3n2)cc1OC (stereo unspecified)	u	-8%	-21%
55	Cc1cc(C)nc(/N=C(\N)N2CCCCCC2)n1	4%	-11%	9%
56	Cc1cc(Br)ccc1SCC(=O)OCC(=O)NC1CCCC1	-5%	-8%	-10%

Additional structures:
cpd	SMILES	TDP1 cell CPT	KAT2A inh	FEN1 inh
57	COc1ccccc1CNC(=O)C(=O)NCC(c1cccnc1)N1CCN(c2ccc(F)cc2)CC1 (stereo unspecified)	12µM*	-9%	-21%
58	CC(=O)c1cccc(NS(=O)(=O)c2cc3c(cc2C)NC(=O)CO3)c1	-12%	-1%	-2%
59	CCOc1ccc(NC(=O)N[C@@H](CCSC)C(=O)OC)cc1	-6%	-2%	1%
60	C=C(C)Cn1c(CCNC(=O)CCC)nc2ccccc21	u	-10%	0%
61	COc1cc(CCC(=O)OCC(=O)Nc2ccc3c(c2)OCO3)cc(OC)c1OC	4%	-1%	0%
62	O=C(CCC1CCCN(C(=O)Cc2cccc(F)c2)C1)N1CCN(c2ccccn2)CC1 (stereo unspecified)	-2%	-1%	0%
63	CC1=C(C)C(=O)OC(C(C)C2CCC3C4CC=C5CC(OC6OC(COC7OC(CO)C(O)C(O)C7O)C(O)C(O)C6O)CC(O)C5(C)C4CCC23C)C1 (stereo unspecified)	u	1%	9%
64	CSCCC(NC(=O)c1ccccc1Br)C(=O)N1CCCCCCC1 (stereo unspecified)	-12%	-3%	8%
65	ClCc1nnc(-c2cc3c(s2)CCCC3)o1	10µM*	-5%	18%
66	CCCCc1nn2c(=O)cc(COC(=O)c3ccccc3NC(=O)C(C)(C)C)nc2s1	-3%	-6%	19%
67	CS(=O)(=O)N1CCC2(CCCN(Cc3ccc(C#N)cc3)C2)CC1	-3%	0%	x
68	Cc1ccc(C)c(OCC(=O)NNC(=O)c2ccc(=O)[nH]c2)c1	9%	7%	-8%
69	COc1ccc(CC(=O)NC2CC(=O)N(c3ccc4c(c3)OCCO4)C2)cc1 (stereo unspecified)	-4%	2%	17%
70	CCN(CC)S(=O)(=O)c1ccc(/C=C/C(=O)NC2CCCCC2)cc1	u	-29%	6%
71	CCCCCC(=O)Nc1ccc(C2C(=O)c3ccccc3C2=O)cc1	u	-8%	9%
72	COC(=O)c1cccc(NC(=O)C(C)(C)C)c1	-3%	0%	-2%
73	COC(=O)c1cc(S(=O)(=O)N2CCC(C)CC2)cn1C	-10%	-1%	5%
74	C[C@H](CO)N1C[C@H](C)[C@@H](CN(C)S(C)(=O)=O)Oc2ccc(NC(=O)Nc3ccc(C(F)(F)F)cc3)cc2C1=O	u	1%	-1%
75	COc1cc2cc(C(c3nnnn3C(C)(C)C)N3CCC(C)CC3)c(=O)[nH]c2cc1OC (stereo unspecified)	-14%	-2%	-5%
76	O=C(c1csc2c1CCCCC2)N1CCN(c2ncccn2)CC1	-15%	0%	2%
77	O=C(c1ccccc1)N1C(=O)C(c2ccccc2)Oc2ccccc21 (stereo unspecified)	0%	-7%	2%
78	NC(=O)COC(=O)c1ccc(Cl)c(S(=O)(=O)N2CCN(c3ccc(F)cc3)CC2)c1	-25%	-21%	2%
79	COc1cccc(OCCCCN2CC(C)OC(C)C2)c1 (stereo unspecified)	1%	-7%	-15%
80	CCCn1nc2cc(C(=O)NCc3ccccc3)ccc2c1OCC	-13%	5%	-2%
81	COc1cc(Cl)c(CN2CCC(CO)(CCOc3ccccc3)CC2)cc1OC	u	-6%	17%
82	COC(=O)CCc1c(C)c(C(=O)c2cc(OC)c(OC)c(OC)c2)c2ccccn12	u	-2%	-13%
83	CC(=O)OC1CC[C@@]2(C)C3=CC(=O)[C@]4(C)C(CC5OC6(OCC(C)CC6Br)C(C)C54)C3CC[C@H]2C1 (stereo partly specified)	-8%	-17%	x
84	COc1ccc(CNC(=O)CN(C(=O)c2csnn2)c2cccc(C(C)=O)c2)cc1	-16%	-13%	-3%
85	Cc1cccc(C(=O)Nc2ccc(OCc3cc(=O)n4c5c(sc4n3)CCCC5)cc2)c1	-3%	-7%	-13%
86	CCCOc1ccc(C(=O)CCNc2cccc(Cl)c2)cc1	u	0%	-3%
87	CCCN(C)CCCOc1cc2nc(N3CCCN(C)CC3)nc(NC3CCN(C)CC3)c2cc1OC	8.9µM*	x	28µM*
88	O=C(NCCc1ccccn1)/C(=C/c1ccco1)NC(=O)c1ccccc1	-16%	-12%	18%

Another view of three compounds above.
86. CCCOc1ccc(C(=O)CCNc2cccc(Cl)c2)cc1
  TDP1 cell CPT: u
  KAT2A inh: 0%
  FEN1 inh: -3%
84. COc1ccc(CNC(=O)CN(C(=O)c2csnn2)c2cccc(C(C)=O)c2)cc1
  TDP1 cell CPT: -16%
  KAT2A inh: -13%
  FEN1 inh: -3%
81. COc1cc(Cl)c(CN2CCC(CO)(CCOc3ccccc3)CC2)cc1OC
  TDP1 cell CPT: u
  KAT2A inh: -6%
  FEN1 inh: 17%

Additional records:
cpd	SMILES	TDP1 cell CPT	KAT2A inh	FEN1 inh
89	COc1cc(OC)c(/C=N/n2c(C)nnc2C)c(OC)c1	2%	0%	0%
90	Cc1ccc(C(=O)CN2CCN(c3ccccn3)CC2)c(C)c1	0%	3%	-18%
91	O=S(=O)(c1ccc2c(c1)CCCN2)N1CCCC2CCCCC21 (stereo unspecified)	u	-8%	-22%
92	CCC(=O)Nc1ccc(-c2nnc(SCC(=O)N3CCCCC3)n2C)cc1	0%	-1%	-11%

High-throughput results as filed in PubChem BioAssay.

These rows are one share of the data; the hit share may differ from the screen's.
